RMI-FANCM inh = disruptors of RMI1/RMI2 association with MM2 peptide – biochemical, fluorescence polarization, human, primary screen | RMI core complex (RMI1/RMI2) binding to FANCM MM2 peptide, human | RMI core complex with F-MM2 peptide; hits give low values | FP signal (polarization) at 33 µM | actives 0.58% (n = 70,000); in the data active = FP signal below about 40; note: inactives centre near 61; strong numbers were not always called active; unit not given here
* = called active by the depositor; & = joins results of further samples.

The first 2 entries as a preview:
SMILES	RMI-FANCM inh
Cc1cccc(NC(=O)CC(NCC2CCCO2)C(=O)O)c1C (configuration not stated)	61
O=C(CSc1nc2cc([N+](=O)[O-])ccc2s1)c1ccccn1	62

The whole of this part, from the start:
SMILES	RMI-FANCM inh
Cc1cccc(NC(=O)CC(NCC2CCCO2)C(=O)O)c1C (configuration not stated)	61
O=C(CSc1nc2cc([N+](=O)[O-])ccc2s1)c1ccccn1	62
COc1ccc(-c2csc(-c3ccccn3)n2)cc1	61
CN(C)CCN(C(=O)c1ccccc1)c1nc2ccc(F)cc2s1	57
COCCN1CCC(CN)CC1	69
COc1ccc(-c2ccc(=O)n(CCNC(=O)NCc3ccccc3)n2)cc1OC	69
O=C(Oc1cc(Cl)cc(Cl)c1)c1cnc2n(c1=O)CCS2	62
CCOC(=O)c1c(CSc2ccccc2)n(C)c2cc(Br)c(OCC(O)CN3CCOCC3)cc12 (configuration not stated)	65
Cc1cc(N/N=C\c2ccco2)c([N+](=O)[O-])cc1[N+](=O)[O-]	60
CCn1nc(C(=O)Nc2nnc(-c3ccno3)o2)cc1C	65
CCc1cnc2c(c1SCC(=O)Nc1cc(C(F)(F)F)ccc1Cl)c(=O)n(C)c(=O)n2C	54
O=C(NNC(=S)NCc1ccccc1)c1cccc([N+](=O)[O-])c1	64
CN1CCCc2cc(C(CNC(=O)C(C)(C)C)N3CCOCC3)ccc21 (configuration not stated)	56
O=[N+]([O-])c1ccc(Cl)c(S(=O)(=O)NCCOc2ccc(-c3cccs3)nn2)c1	57
CCCC(=O)N(c1ccc2oc(C)cc2c1)S(=O)(=O)c1cc(C)c(C)cc1C	60
Cc1csc2c(N3CCN(C(=O)c4ccc(C(C)(C)C)cc4)CC3)ncnc12	56
Cc1ccc(S(=O)(=O)Nc2ccc3c(c2)N(C(=O)c2ccco2)CCC3)c(C)c1	53
CCOC(=O)CSc1nc2cc(Cl)c(Cl)cc2n1CC	55
O=C(CSc1nc2scc(-c3ccco3)c2c(=O)n1-c1ccccc1)N1CCCCCC1	85
O=C(Nc1cccc([N+](=O)[O-])c1)N1CCN(c2ccccc2)CC1	62
O=C(COc1ccccc1F)Nc1ccc2c(c1)N(C(=O)c1ccco1)CC2	66
COCCN1CCCc2ccc(NS(=O)(=O)c3ccc(C)c(Cl)c3)cc21	78
Cc1cccc(CC(=O)Nc2ccc3c(c2)CN(C(=O)c2ccccc2)CC3)c1	68
Cc1[nH]n(C)c(=O)c1N=Nc1ccc2c(c1)COCO2	49
CCCN1CCCc2cc(CCNC(=O)C(C)(C)C)ccc21	16*
Cc1ccc(CC(=O)Nc2cc(C)nn2C(C)C)c(C)c1	71
O=C(Nc1ccc(Cc2ccc(NC(=O)c3cccs3)cc2)cc1)c1cccs1	64
COC(CNC(=O)c1c(O)nc2ccccn2c1=O)OC	55
COC(=O)c1sc(-c2ccccc2)cc1NC(=O)c1cc2ccccc2cc1OC	58
Cc1cc(SCc2ccccc2Cl)nc(=O)[nH]1	72
Cc1ccc(Cl)cc1NC(=O)C(=O)NCCc1sc(-c2ccc(F)cc2)nc1C	56
O=c1[nH]nc(C2CC2)c2cnn(-c3cccc(Cl)c3)c12	69
CCCN(CCC)C(=O)Cc1csc(NC(=O)Nc2ccccc2)n1	74
O=C(NS(=O)(=O)c1cccs1)c1ccccc1Cl	61
O=C(NCCc1ccccn1)c1cn(S(=O)(=O)c2ccccc2)c2ccccc12	51&62
O=C(COc1cccc2ccccc12)N1CCN(c2ccc3nncn3n2)CC1	65
O=[N+]([O-])c1ccc(-c2ccc(C(=S)N3CCN(Cc4ccccc4)CC3)o2)c(Cl)c1	60
Cc1cc(-c2ccccn2)n[nH]c1=O	52
Cc1cc(NC(=O)CSc2nc3c(c(=O)[nH]2)CN(Cc2ccccc2)CC3)ccc1Br	73
COc1ccc(C(=O)CSc2cc(C)nc3c(-c4ccccc4)cnn23)cc1OC	59
O=C(NCCn1nc(-c2ccccc2)ccc1=O)Nc1ccccc1Cl	69
O=C(Nc1ccc(-c2ccc(N3CCOCC3)nn2)cc1)Nc1ccc2c(c1)OCO2	113
COC(=O)c1sccc1-c1ccc(-c2ccn[nH]2)o1	59
CCOC(=O)c1c[nH]c2cc(F)cc(F)c2c1=O	42
c1cc(-c2ccncc2)ccn1	64
N#Cc1c(NC(=O)Nc2cccc(Cl)c2)sc2c1CCC2	57
COc1cc(/C=C2\N=C(c3ccccc3)NNC2=O)cc(OC)c1OC	55
COc1ccc(Br)c(-c2nc(-c3ccc(C(F)(F)F)cn3)no2)c1	59&54
Cc1ccc(-n2nnnc2SCC(=O)N2CCOCC2)c(C)c1	62
N=C(N)c1ccc(N)cc1	55
O=C(CCCSc1ccc(NC(=O)C2CC2)nn1)Nc1cccnc1	63
COC(=O)c1ccsc1NC(=O)C1c2ccccc2Oc2ccccc21	72
CCOc1ccccc1C(=O)Nc1ccc(-c2nnc(CC)o2)cc1	58
N=C1SC(c2ccccc2)C(=O)N1c1nccs1 (configuration not stated)	62
O=C(CCN1CCCC1)Nc1ccc2c(c1)OCO2	61
CCc1cc(=O)[nH]c(-n2nc(C)cc2NC(=O)COC)n1	70
Fc1ccc2ncc(-c3ccc(Br)s3)nc2c1	9*
CN(NS(=O)(=O)c1ccccc1C(F)(F)F)c1cnc2ccccc2n1	56
COc1ccc(S(=O)(=O)N2CCC(c3nnc(C4CC4)o3)CC2)cc1	58
NC(=O)N/N=C\c1sc(=O)n(Cc2cccc(C(=O)O)c2)c1Cl	63
(next part)
SMILES	RMI-FANCM inh
Cc1ccc(-c2cnn3c(Cl)cc(C(C)(C)C)nc23)cc1	61
CC(C)Sc1cc(NCCCO)c([N+](=O)[O-])c2nonc12	59
O=C1c2cccc3cc([N+](=O)[O-])cc(c23)C(=O)N1CCCN1CCOCC1	17*
COc1ccc(C(=O)Nc2nc(-c3ccc(C)c(Cl)c3)c(C)s2)cc1	54
O=C1CCCC2/C(=N\O)CCCC12 (configuration not stated)	58
Cc1ccc(C)c(OCC(=O)Nc2ccc(N3CCOCC3)cc2)c1C	65
O=C(CSC(=S)N1CCCCC1)c1c(F)cccc1F	49
CCn1cccc(-c2nnc(SCC(=O)Nc3ccc(C)cc3C)n2C)c1=O	65
COc1ccc(NC(=O)c2ccc(SC)cc2)c2ccccc12	53
Cn1ncc(Br)c1N1C(=O)C=CC1=O	56
CC(=O)c1cccc(NC(=O)Cc2csc(Nc3cccc(Cl)c3)n2)c1	64
Cc1nn(C)c(=O)c(N)c1-c1cc(-c2ccsc2)n[nH]1	55
CC(=O)Nc1ccc(N=Cc2ccccc2OC(=O)c2cccnc2)cc1	57
Cc1[nH]n(C)c(=O)c1N=Nc1ccc(Cl)c(Cl)c1	54
CC(=O)c1cccc(NC(=O)c2cc(Cl)sc2Cl)c1	62
CCCCc1nc(SCC)c2c(=O)n(C)c(=O)n(C)c2n1	98
Nc1ccc(N=Nc2ccccc2)c(N)n1	76&63
O=C(Nc1ncc(S(=O)(=O)c2ccc([N+](=O)[O-])cc2)s1)C1=COCCO1	66
Nc1cc2c(cc1Cl)C(=O)NC2=O	58&56
COc1cc(C(=O)N2CCN(CCN3C(=O)c4cccc5cccc(c45)C3=O)CC2)cc(OC)c1OC	56
CC(C)NC(=O)C(=O)NCCN1CCOC(c2ccccc2)C1 (configuration not stated)	73
CCOC(=O)Cc1csc(N)n1	54
CCOC(=O)C(NC(C)=O)(OCc1ccccc1)C(F)(F)F (configuration not stated)	61
COc1cc(NS(=O)(=O)c2ccc(N)cc2)ncn1	64&59
CC(C)(C)CN/C(C#N)=C(\N)C#N	56
COC(=O)c1ccc2c(=O)n(CCC(=O)NCc3ccc(Cl)cc3)c(=S)[nH]c2c1	125
CCS(=O)(=O)c1ccccc1C(=O)Nc1ccc(OC)c2ccccc12	54
CC1=C(C(N)=O)C(c2cccs2)n2nc(-c3cccc(C)c3)nc2N1 (configuration not stated)	60
COc1ccc(OC(C)C(=O)O)cc1 (configuration not stated)	52
CC1CN=C(NS(=O)(=O)c2ccccc2)N1 (configuration not stated)	56
O=C(O)C1(S(=O)(=O)c2ccccc2)CC1	103
CCOC(=O)c1oc2ccccc2c1NC(=O)CSCc1ccccc1	58
CC(=O)Nc1ccc(SCC(=O)NCc2ccc3c(c2)OCO3)nn1	68
CCc1c(C#N)c(SCC(=O)Nc2cccc(OC)c2)nc2c1C(=O)CC(C)(C)C2	87
CC(=O)c1ccc(NC(=O)CCS(=O)(=O)c2ccc(C)cc2)cc1	54
CC(C)(C)c1ccc(C(=O)NCCCn2nc(-c3cccnc3)ccc2=O)cc1	65
COc1cc(=O)n(-c2ccc(F)cc2)nc1C(=O)N1CCCc2ccccc21	54
Cc1cc(NC(=O)CCS(=O)(=O)c2ccc(Cl)cc2)n(C)n1	69
O=C(CN1CCC(c2nc3ccccc3[nH]2)CC1)Nc1cccc2ccccc12	57
CCOC(=O)NCCS(=O)(=O)N1CCN(c2ccccc2)CC1	57

As a working copy, some entries already given.
SMILES	RMI-FANCM inh
CCOC(=O)C(NC(C)=O)(OCc1ccccc1)C(F)(F)F (configuration not stated)	61
COc1cc(NS(=O)(=O)c2ccc(N)cc2)ncn1	64&59
CC(C)(C)CN/C(C#N)=C(\N)C#N	56
COC(=O)c1ccc2c(=O)n(CCC(=O)NCc3ccc(Cl)cc3)c(=S)[nH]c2c1	125
CCS(=O)(=O)c1ccccc1C(=O)Nc1ccc(OC)c2ccccc12	54
CC1=C(C(N)=O)C(c2cccs2)n2nc(-c3cccc(C)c3)nc2N1 (configuration not stated)	60
COc1ccc(OC(C)C(=O)O)cc1 (configuration not stated)	52
CC1CN=C(NS(=O)(=O)c2ccccc2)N1 (configuration not stated)	56
O=C(O)C1(S(=O)(=O)c2ccccc2)CC1	103
CCOC(=O)c1oc2ccccc2c1NC(=O)CSCc1ccccc1	58
CC(=O)Nc1ccc(SCC(=O)NCc2ccc3c(c2)OCO3)nn1	68
CCc1c(C#N)c(SCC(=O)Nc2cccc(OC)c2)nc2c1C(=O)CC(C)(C)C2	87
CC(=O)c1ccc(NC(=O)CCS(=O)(=O)c2ccc(C)cc2)cc1	54
CC(C)(C)c1ccc(C(=O)NCCCn2nc(-c3cccnc3)ccc2=O)cc1	65
COc1cc(=O)n(-c2ccc(F)cc2)nc1C(=O)N1CCCc2ccccc21	54
Cc1cc(NC(=O)CCS(=O)(=O)c2ccc(Cl)cc2)n(C)n1	69
O=C(CN1CCC(c2nc3ccccc3[nH]2)CC1)Nc1cccc2ccccc12	57
CCOC(=O)NCCS(=O)(=O)N1CCN(c2ccccc2)CC1	57

Later entries.
SMILES	RMI-FANCM inh
Cc1ccc(C)c(NC(=O)CN2CCC(C(N)=O)CC2)c1	63
CCOc1ccc(NC(=S)NC(C)C(c2ccccc2)N2CCN(C)CC2)cc1 (configuration not stated)	67
COc1ccc(OCC(O)CNS(=O)(=O)c2c(C)noc2C)cc1 (configuration not stated)	54
O=C(NCc1ccco1)c1sccc1S(=O)(=O)N1CCN(c2ccccc2F)CC1	65
Cc1ccc(S(=O)(=O)N(C(=O)NC(=O)NS(=O)(=O)c2ccc(Cl)cc2)C2CCCCC2)cc1	58
CCOC(=O)CCC(=O)N1CCCC(c2nnc(CC(C)(C)C)o2)C1 (configuration not stated)	59
COc1ccc(S(=O)(=O)N2CCCCC2CCNC(=O)C(=O)Nc2ccc(F)cc2F)cc1 (configuration not stated)	54
S=C(NCCNC(=S)NCC1CC1)NCC1CC1	52
Cc1ccc(S(=O)(=O)N(CC(=O)Nc2cccc([N+](=O)[O-])c2)C(=O)N2CCN(C)CC2)cc1	55
COc1cc(/C=N\NC(=O)CCn2c(-c3ccccc3)c(-c3ccccc3)c3ccccc32)ccc1O	43
CC1CCc2c(sc(NC(=O)CS(=O)(=O)c3ccccc3)c2C#N)C1 (configuration not stated)	63
O=S(=O)(Nc1cccc(F)c1)c1ccc2c(c1)OCCCO2	55
O=c1[nH]cc(C(F)(F)F)cc1Cl	59
COc1ccc(Cl)cc1S(=O)(=O)N1CCN(c2ccc(-c3ccccc3)nn2)CC1	74
O=C(COc1ccc2c(c1)OCO2)N1CCN(c2ccc(-c3ccncc3)nn2)CC1	112
C=CCN1C(=O)C(C)(C)COc2cc(NC(=O)COc3ccc(C)cc3)ccc21	68
COc1cccc(NC(=O)CCSc2nc3scc(-c4ccc(F)cc4)c3c(=O)n2-c2ccccc2)c1	74
Cn1nc(-c2cccc(NC(=O)C3c4ccccc4Oc4ccccc43)c2)ccc1=O	76
C=CCNC(=O)C(=O)N1CCN(c2ccc(OC)cc2)CC1	53
CC(=O)OC(C)(C)[C@@H]1Cc2cc3ccc(=O)oc3cc2O1	52
COc1ccc(Cl)cc1C(=O)Nc1ccc2c(c1)CN(C(=O)c1ccccc1)CC2	69
NC(=O)C1Cc2ccccc2N1C(=O)c1cccc(Br)c1 (configuration not stated)	56
Cc1cc(NC(=O)c2cccs2)n(-c2nc3c(cnn3-c3ccc(F)cc3)c(=O)[nH]2)n1	52
CCCN1CCCc2cc(CCNC(=O)OC)ccc21	73
Cc1cccc(C(=O)NCCOc2ccc3c(c2)OCO3)c1	62
CS(=O)(=O)c1ccc2ccn(O)c2c1	49
CCOc1ccc(-c2csc(NC(=O)Cc3ccc(S(C)(=O)=O)cc3)n2)cc1	66
COc1ccc(C(=O)NNc2nc3c(Cl)cccc3s2)cc1OC	58
O=[N+]([O-])c1ccc(S(=O)(=O)c2ccccc2[N+](=O)[O-])cc1	54
O=C(NCc1ccc(F)cc1)c1sccc1S(=O)(=O)N1CCN(c2ccccc2F)CC1	67
O=c1[nH]c(CN2CCN(c3ccccc3)CC2)nc2ccccc12	65
O=C(CNS(=O)(=O)CCc1ccccc1)N1CCOC(c2ccccc2)C1 (configuration not stated)	76
COc1ccc([C@@H](C)C(=O)c2ccc(O)cc2O)cc1	60
CC(=O)c1ccc(Cl)c(NS(=O)(=O)c2cc(Cl)c(Cl)cc2Cl)c1	50
Cc1cc(C)n(CCN(C(=O)c2ccco2)c2nc3c(C)cc(Cl)cc3s2)n1	66
CCOc1ccc2nc(NC(=O)Cc3ccc4c(c3)OCO4)sc2c1	72
O=C(Nc1nnc(-c2ccc(Br)s2)o1)c1cc2ccccc2o1	66
O=S(=O)(N=C(N/N=C\c1ccccc1O)N1CCCC1)c1ccccc1	55&59
O=C(/C=C/c1ccc(-c2cccc([N+](=O)[O-])c2)o1)Nc1nccs1	56
CCOc1ccc(-c2noc(-c3cc(-c4ccccc4)n[nH]3)n2)cc1OC	85
NNC(=O)c1nc[nH]c1C(=O)Nc1ccccn1	59

Screening results deposited in PubChem by Small Molecule Screening Facility, UW Madison.

An excerpt; count on the stated rates, not on these rows.
